influenza NS1A: H1N1 influenza NS1A inhibitors, functional cell based assay (AID 504329); NS1A functional cell-based assay, percent inhibition; higher % means a stronger effect; inhibition, % at 12.5 µM, or IC50 in µM where a hit was titrated; 340,000 tested, 0.3% active; in the data active = a potency from the dose series; inconclusive = inhibition above about 27% without an active follow-up result; note: strong numbers were not always called active
M. tuberculosis: growth inhibition of non-replicating M. tuberculosis (AID 488890) | inhibition, % at 25 µM; hits with a dose series show IC50 in µM | 320,000 tested, 0.39% active | Mycobacterium tuberculosis non-replicating, growth inhibition; higher % means a stronger effect; in the data active = a potency from the dose series; inconclusive = inhibition mostly from about 82% at the one dose, without a potency; inactive = the rest, 99 in 100 with inhibition below about 76%;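 note: plate controls were DMSO cells for no effect and high antibiotic wells for full effect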
Salmonella PhoP GFP: PhoP regulon inhibitors, Salmonella typhi PhoP promoter GFP reporter, confirmatory (AID 1850) | 310,000 tested, 0.33% active | Salmonella Typhi PhoP-promoter GFP reporter, fluorescence, 4 h; higher % means a stronger effect | inhibition, % at 50 µM; hits with a dose series show IC50 in µM; in the data active = a potency from the dose series; inconclusive = inhibition mostly from about 25% at the one dose, without a potency; inactive = the rest, 99 in 100 with inhibition below about 19%;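 note: 0% = induced wells with vehicle and 100% = uninduced wells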
M. tuberculosis HTS: M. tuberculosis growth inhibition, HTS (AID 449762); 330,000 tested, 0.59% active; inhibition, % at 25 µM; hits with a dose series show IC50 in µM; M. tuberculosis H37Rv growth inhibition, 7H9 media; higher % means a stronger effect; in the data active = a potency from the dose series; inconclusive = inhibition above about 70% without an active follow-up result;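 note: bacterial growth assessed after seven days of incubation; strong numbers were not always called active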
inhibitors of VEEV: inhibitors of VEEV TC-83 cytopathic effect, confirmation, Vero cells (AID 588727); inhibition, % at 20 µM, or IC50 in µM where a hit was titrated; 350,000 tested, 0.13% active; Vero cells, VEEV TC-83 cytopathic effect inhibition; higher % means a stronger effect; in the data active = a potency from the dose series; inconclusive = inhibition mostly from about 14% at the one dose, without a potency; inactive = the rest, 99 in 100 with inhibition below about 12%; note: strong numbers were not always called active
Numbers without * were called inactive; i = inactive; ? = inconclusive; nt = no result given. Compounds were not picked by outcome; about 1.4% have a hit in one of these screens.

canonical_smiles,influenza NS1A,M. tuberculosis HTS,Salmonella PhoP GFP,inhibitors of VEEV,M. tuberculosis
CCCCn1c(N)c(N(CC(C)C)C(=O)CCNC(=O)c2ccccc2Cl)c(=O)[nH]c1=O,1%,0%,-3%,1.5%,6%
O=c1cc(-c2ccsc2)oc2cc(-c3ccc4c(c3)OCO4)ccc12,-20%,7%,nt,2.0%,11%
CCOc1ccccc1N1CC(C(=O)Nc2cccc(S(=O)(=O)N3CCCCC3)c2)CC1=O (stereo not given),-2%,-2%,6%,7.8%,10%
Cc1cc(C)cc(NC(=O)CN(C)CC(=O)N(CC(C)C)c2c(N)n(CC(C)C)c(=O)[nH]c2=O)c1,-12%,-7%,nt,0.7%,8%
Cc1ccc(Nc2cc(=O)[nH]c(=O)[nH]2)c(C)c1,-13%,-2%,8%,1.7%,-12%
O=C(OCC(=O)N1CCCCCC1)c1cnc(Cl)c(Cl)c1,-15%,69%,nt,2.1%,78%
COC(=O)c1cc(N2CCNCC2)nc2ccccc12,2%,3%,5%,0.4%,0%
O=C(NCCCn1ccnc1)/C(=C/c1ccccc1)NC(=O)c1ccccc1,-2%,3%,-8%,0.4%,-3%
CCOc1ccc(OCC)c(C2C(C#N)=C(N)N(c3cccnc3)C3=C2C(=O)CC(C)(C)C3)c1 (stereo not given),7%,1%,-4%,i,-1%
COc1ccccc1N(CC(=O)NC1CCCC1)C(=O)c1csnn1,-14%,-2%,-17%,i,-4%
Cc1nc2nc(C)c(CCC(=O)Nc3ccc4c(c3)OCO4)c(C)n2n1,0%,-2%,2%,1.5%,-7%
CCc1ccc(/C=C/C(=O)c2ccc(S(=O)(=O)N(C)C)cc2)cc1,9%,1%,-19%,i,37%
O=C(CN1CCN(S(=O)(=O)c2ccc(Br)cc2)CC1)N/N=C/c1cccnc1,-1%,5%,-2%,2.6%,21%
COc1ccc(CNC2CCCCC2C)c(OC)c1 (stereo not given),-2%,-6%,-5%,1.6%,-4%
N#Cc1c(-c2cccc(F)c2)cc(-c2ccccc2)nc1Br,-13%,0%,-8%,6.1%,2%
COC(=O)CCc1ccc(O)cc1,-2%,-7%,10%,i,2%
Cc1ccc(NC(=O)COC(=O)c2ccc[n+]([O-])c2)c(Br)c1,5%,2%,nt,0.5%,8%
Cc1nn(C)c(N)c1[N+](=O)[O-],-23%,8%,5%,i,-7%
Cc1ccc(S(=O)(=O)CCC(=O)Nc2ccc(S(=O)(=O)N(C)C)cc2)cc1,nt,-1%,-2%,nt,3%
COc1ccc(CC(=O)NNC(=O)c2nn(Cc3ccccc3)c(=O)c3ccccc23)cc1OC,-6%,9%,-3%,0.7%,5%
Cc1cc(NC(=O)c2cc(-c3cccc(Cl)c3)on2)no1,-4%,4%,-9%,1.8%,49%
Cc1ccc(NS(=O)(=O)c2ccc(C(=O)NCCCN3CCOCC3)cc2)cc1,-5%,-7%,7%,0.7%,-14%
NC(=O)c1ccc(N=Cc2c(O)ccc3ccccc23)cc1,0%,44%,3%,0.9%,56%
O=C1CCC2c3ccc4ccccc4c3CCN12 (stereo not given),-6%,-28%,-1%,i,4%
CN1CCOc2cc(S(=O)(=O)NCc3ccc(S(N)(=O)=O)cc3)ccc21,-12%,9%,-5%,4.3%,15%
Cc1cc2ccccc2n1CCNC(=O)COc1ccccc1,?,35%,8%,6.2%,-25%
CCOC(=O)c1ccc(NC(=O)CSC2=NC(=O)C(CC)C(=O)N2)cc1 (stereo not given),-7%,?,-5%,i,59%
Cc1nc(NCc2ccco2)c2oc3ccccc3c2n1,-14%,5%,-10%,8.4%,60%
CC(=O)Nc1ccc(NC(=O)COC(=O)c2cnccn2)cc1,-4%,5%,3%,1.7%,5%
O=C(CCC(=O)Nc1ccccc1Cl)NNC(=O)NC1CCCCC1,10%,-6%,-7%,0.5%,-1%
Cc1ccc(NS(=O)(=O)c2cccc(C(=O)NCC(c3ccco3)N3CCCCC3)c2)cc1 (stereo not given),6%,-4%,-8%,3.1%,32%
CCOC(=O)CSc1nnc(N)s1,8%,-1%,5%,0.7%,0%
Cc1nnc(SCC(=O)Nc2ccc3c(c2)OCO3)o1,5%,-4%,8%,3.7%,-3%
COc1ccccc1NS(=O)(=O)c1ccc(NC(C)=O)cc1,0%,4%,-2%,0.1%,2%
C=CCn1c(SCC(=O)NCc2ccc3c(c2)OCO3)nnc1C1COc2ccccc2O1 (stereo not given),-3%,-6%,-7%,2.9%,28%
Cc1ccccc1NC(=O)C1CCN(S(=O)(=O)c2cccc3nonc23)CC1,6%,4%,-28%,i,-6%

Part of the list above in order of molar mass, high to low:
canonical_smiles,influenza NS1A,M. tuberculosis HTS,Salmonella PhoP GFP,inhibitors of VEEV,M. tuberculosis
Cc1ccccc1NC(=O)C1CCN(S(=O)(=O)c2cccc3nonc23)CC1,6%,4%,-28%,i,-6%
Cc1nc2nc(C)c(CCC(=O)Nc3ccc4c(c3)OCO4)c(C)n2n1,0%,-2%,2%,1.5%,-7%
Cc1ccc(Nc2cc(=O)[nH]c(=O)[nH]2)c(C)c1,-13%,-2%,8%,1.7%,-12%

The results go on:
canonical_smiles,influenza NS1A,M. tuberculosis HTS,Salmonella PhoP GFP,inhibitors of VEEV,M. tuberculosis
CC(OC(=O)/C=C/c1cccc(C(F)(F)F)c1)C(=O)NC1CCCCC1C (stereo not given),1%,5%,-2%,3.5%,-7%
Cc1cc(=O)[nH]c2c1cnn2Cc1ccccc1,-4%,7%,-2%,i,3%
CCN(CC(=O)NCc1cccs1)C(=O)/C=C/c1cc(Br)ccc1OC(F)F,4%,26%,nt,9.9%,15%
CCCCC(=O)NNC(=S)NCc1ccccc1,-3%,0%,-12%,i,58%
O=C(NC1CC1)c1cccc(Br)c1,0%,-5%,4%,2.0%,-1%
COc1ccc(OC)c(NC(=O)Nc2cccc3ccccc23)c1,10%,-9%,-8%,i,12%
CC(C)(O)c1nnn(-c2ccccc2)c1C(F)(F)F,6%,-7%,1%,i,-3%
COc1ccc(C(=O)Nc2ccccc2C(=O)N(Cc2ccco2)C(C(N)=O)C(C)C)cc1 (stereo not given),11%,-10%,3%,8.4%,5%
CCOc1cc(C(=S)N2CCOCC2)ccc1OC(=O)c1cccc(C)c1,3%,-1%,2%,2.5%,25%
CCOP(=O)(OCC)C(NC(=O)c1ccc(OC)cc1)C(Cl)(Cl)Cl (stereo not given),-19%,4%,1%,i,-25%
O=S(=O)(Nc1ncccn1)c1ccc(NC(=S)NCCc2ccc(Cl)cc2)cc1,1%,1%,7%,i,37%
Cc1cc(=O)oc2cc(OCC(=O)N3CCN(C(C)c4ccccc4)CC3)c(Cl)cc12 (stereo not given),-2%,-6%,nt,5.0%,53%
Cc1onc(-c2ccccc2)c1C(=O)N/N=C/c1ccccc1OC(C)C,-10%,-6%,-9%,6.4%,15%
CSc1nc(Cl)cc(Nc2ccccc2N)n1,1%,-4%,-6%,2.5%,-9%
O=S(=O)(Nc1cccc(-n2cnnn2)c1)c1cnc(Cl)c(Cl)c1,-3%,-8%,2%,4.3%,63%
CC1=CC(c2ccccc2)=Nc2ccc(C)cc2N1,-14%,1%,-23%,1.6%,17%
Clc1ccc(-c2ccnc3nc(N4CCOCC4)nn23)c(Cl)c1,-6%,nt,nt,0.4%,nt
CCCCCOC(=O)CC(C(=O)OCCCCC)N1CCCCC1 (stereo not given),-6%,-3%,1%,i,3%
C[C@H](CO)N1C[C@H](C)[C@@H](CN(C)S(=O)(=O)c2cn(C)cn2)Oc2c(NC(=O)Nc3ccc4c(c3)OCO4)cccc2C1=O,-2%,6%,nt,0.8%,-15%
Cc1cccc(NC(=O)CSc2n[nH]c(-c3cccnc3)n2)c1,-6%,-3%,2%,1.7%,-12%
O=c1oc(-c2cccs2)nc2c1cnn2-c1ccccc1,4%,65µM*,7%,1.9%,0.43µM*
Cc1cccc(N2CCN(S(=O)(=O)c3ccc4c(c3)CC(C)N4C(=O)C3CC3)CC2)c1C (stereo not given),5%,-6%,-4%,i,17%
CCCCc1nc(Cl)c(CO)n1Cc1ccc(-c2ccccc2-c2nn[nH]n2)cc1,-6%,13%,-6%,1.3%,11%
Cc1ccc(Oc2ccc(C(=O)NC3CCSC3=O)cn2)cc1 (stereo not given),-3%,-2%,-8%,5.1%,15%
C(=Cc1cnnc2ccccc12)c1ccccc1,3%,nt,nt,2.7%,nt
CCOC(=O)C(C(=O)Nc1ccccc1C)C1CCCCC1 (stereo not given),2%,-9%,-2%,i,0%
Cc1cccc(OC(=O)NCCOC(=O)N(O)c2ccc(Cl)cc2)c1,2%,5%,7%,i,48%
CCOc1ccc(N(C(=O)Cn2nnc3ccccc32)C(C(=O)NC(C)(C)CC)c2cccn2C)cc1 (stereo not given),7%,1%,-9%,i,16%
Cc1ccc(NS(=O)(=O)c2ccc3c(c2)CCC(=O)N3)cc1C,-1%,1%,8%,0.6%,12%
Cc1nn(Cc2ccccc2)c(Cl)c1/C=C1\NC(=S)NC1=O,0%,-4%,10%,3.8%,7%
CC1=CC(C)(C)N(S(=O)(=O)c2ccc(F)cc2)c2ccc(C)cc21,-5%,-3%,3%,8.1%,37%
Cc1ccc(Cn2c(C)cc3c(c2=O)C(c2cccs2)C(C#N)=C(N)O3)cc1 (stereo not given),-2%,-5%,-3%,i,-8%
CCOc1ccc(-c2noc(CCC(=O)O)n2)cc1,6%,-9%,-3%,0.8%,1%
CC(OC(=O)c1ccncc1)C(=O)Nc1cc(S(=O)(=O)N2CCCCC2)ccc1Cl (stereo not given),5%,9%,3%,i,-12%
Cc1ccccc1C(=O)NCC(=O)N1CCN(C/C=C/c2ccccc2)CC1,-7%,11%,nt,3.1%,18%
COCCn1ccc2c(OCC(=O)Nc3ccccc3OC)cccc2c1=O,-6%,57%,-1%,7.3%,13%
Cn1c(=S)n(/N=C/c2cccs2)c2ccccc21,18%,2%,-2%,1.8%,10%
CC1(C)CC2CCC(O)C2C(CCO)N1 (stereo not given),4%,nt,nt,i,nt
CC(C(=O)N1CCc2ccccc21)N(C)CC(=O)Nc1ccccc1Cl (stereo not given),-8%,2%,nt,0.9%,4%
COc1ccc(NC(=O)CSc2nnc(-c3cccnc3)s2)cc1,6%,18%,4%,0.9%,?
CCC1CCCCN1S(=O)(=O)c1ccc(NC(=O)c2ccncc2)cc1 (stereo not given),-3%,-6%,-4%,3.7%,6%
CC1C(c2cccs2)=[N+]([O-])C(C)(C(=O)c2cccs2)N1O (stereo not given),-8%,1%,-4%,0.8%,-21%
O=C(Nc1ccc(S(=O)(=O)N2CCCC2)cc1)c1ccc([N+](=O)[O-])cc1,3%,-4%,-3%,1.1%,-4%
CCCN(CCC)CCCNC(=O)C1CCN(S(=O)(=O)c2cccc3nsnc23)CC1,2%,-5%,4%,i,-12%
CC(C)Oc1ccc(S(=O)(=O)N2CCOCC2)cc1NC(=O)Cc1ccsc1,-1%,-7%,nt,3.3%,17%
CC(=O)Nc1cc2c(cc1[N+](=O)[O-])-c1ccccc1C2O (stereo not given),10%,nt,nt,6.5%,nt
COc1ccc(OC)c(CNC(=O)c2nn(C)c3c2CS(=O)(=O)c2ccccc2-3)c1,-10%,1%,-12%,0.5%,-4%
COc1cccc(-c2ncc3ccccc3c2COC(=O)c2ccc(C(F)(F)F)cc2)c1,6%,-5%,nt,0.1%,-5%
Cc1cccc(C(=O)NC(C(=O)Nc2ccc(S(=O)(=O)Nc3nccs3)cc2)C(C)C)c1 (stereo not given),1%,nt,nt,2.7%,nt
Cc1nnc(NC(=O)c2c(-c3ccccc3)noc2C)s1,-17%,3%,5%,0.5%,6%
Cn1c(SCC(=O)Nc2ccc(NC(=O)c3cccs3)cc2)nnc1-c1ccncc1,7%,-1%,3%,1.9%,-2%
O=S(=O)(NC1CCc2ccccc21)c1ccc(S(=O)(=O)N2CCCC2)cc1 (stereo not given),-1%,2%,-5%,0.7%,-7%

Quoted at random: 2 records from the list.
canonical_smiles,influenza NS1A,M. tuberculosis HTS,Salmonella PhoP GFP,inhibitors of VEEV,M. tuberculosis
Cc1nn(Cc2ccccc2)c(Cl)c1/C=C1\NC(=S)NC1=O,0%,-4%,10%,3.8%,7%
CCCCn1c(N)c(N(CC(C)C)C(=O)CCNC(=O)c2ccccc2Cl)c(=O)[nH]c1=O,1%,0%,-3%,1.5%,6%

Screening results deposited in PubChem BioAssay by Southern Research Specialized Biocontainment Screening Center.
